WT yeast gro inh: growth inhibition of WT yeast, mitochondrial fusion screen; mitochondrial fusion phenotypic screen, WT strain; inhibition, % at 10 µM; actives 2.1% (n = 190,000); AID 1362; in the data active = inhibition above about 58%; tested in S. cerevisiae
Yfh1-off respiration: mitochondrial function rescue without frataxin homolog – Friedreich's ataxia, plus single-dose screen, dose response (AID 1465); one-dose fold induction at 50 µM; EC50 in µM for titrated hits; actives 0.074% (n = 220,000); S. cerevisiae Yfh1-off respiration, WST-1 reduction, 72 h; higher fold induction means a stronger effect;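 active = fold induction of absorbance versus untreated yeast above a set limit, then at least 30% activation at any dose in follow-up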;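 note: activators that raise dye reduction in frataxin-depleted yeast; strong numbers were not always called active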
Autophagy mod: modulators of autophagy; MEF GFP-LC3 puncta imaging; test concentration mostly 10 µM; calls only at 10 µM (by protocol); actives 0.98% (n = 190,000);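 active = percentage of spot-positive cells more than 3 SD above its plate mean, without a fluorescence outlier flag or 80% toxicity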;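 note: spot-positive cell cutoff set from DMSO-treated cells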
human PMI inhibitors: human PMI inhibitors, high substrate, primary screen, biochemical, fluorescence intensity, high mannose 6-phosphate (AID 1220); actives 0.66% (n = 190,000); one-dose inhibition, % at 20 µM; IC50 in µM for titrated hits; recombinant PMI enzyme, coupled fluorescence intensity; higher % means a stronger effect
b-catenin transl: alters nuclear translocation of beta-catenin in HeLa cells; immunofluorescence imaging; nuclear translocation activity, % at 5 µM; actives 0.3% (n = 190,000); AID 1665;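 active = nuclear translocation activity above 50% at 5 µM, with a well cell count of 50 or more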;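 note: per-cell ratio of nuclear to cytoplasmic median beta-catenin stain intensity; plate controls were DMSO negative control for no effect and GSK-3 inhibitor IX positive control for full effect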
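Read-out: Nuclear/cytoplasmic beta-catenin signal ratio, % activation | Assay system: Human HeLa cell line | Times: 24 h compound exposure at 37°C, 5% CO2 | Signal: Fluorescence imaging of beta-catenin antibody stain plus DAPI | Dosing: 5 µM primary, 0.02–20 µM confirmation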
MT stabilize HCS: stabilizes microtubules in HeLa cells | HeLa tubulin immunostaining HCS, 24 h; share of cells brighter than vehicle mean+2SD | % tubulin-high responders, % at 10 µM | actives 0.83% (n = 200,000);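 active = plate Z-score above 3 for both tubulin-high and condensed-nucleus cell shares, with cell loss under 80%, at 10 µM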;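 note: anti alpha tubulin signal scored within the nucleus-defined area of each cell; some results filed as inactive read as strong as hits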
Ins promoter up: MIN6 insulin promoter up-regulation; MIN6 insulin promoter-GFP reporter, high-content imaging; hits give high values; z-score at 5 µM; actives 0.3% (n = 190,000); AID 1625;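 active = z-score above 3 at 5 µM with at least 500 cells counted in the well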
human PMI inhibition: MPI enzyme activity inhibition – biochemical, fluorescence intensity, coupled assay, primary screen (AID 1209); purified PMI enzyme, coupled fluorescence intensity; higher % means a stronger effect; one-dose inhibition, % at 20 µM; IC50 in µM for titrated hits; actives 0.42% (n = 190,000);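 note: plate controls were DMSO vehicle for no effect and wells lacking substrate for full effect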
Dynein transport: blocks dynein driven cargo transport along microtubules | 3617.4 mouse cells, GR-EGFP nuclear translocation imaging; test concentration mostly 20 µM; stimulated with dexamethasone, 1 µM; hits give low values | z-score, hits read low | actives 0.47% (n = 220,000) | AID 1381;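 active = plate z-score of nuclear minus cytoplasmic receptor signal below a set negative limit, without overly bright fluorescence or cell loss, cut at about -3.5 in these data, passing the limit was not always enough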;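 note: z-score of nuclear minus cytoplasmic ring GR-EGFP intensity difference per well; some compounds called inactive have numbers as strong as hits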
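Buffer or medium: Induction medium lacking tetracycline, stripped serum | Also added: Dexamethasone agonist, 1.0 µM final, for 30 min | Timing: 48 h induction, 1 h compound, 30 min dex at 37 °C | Detection: Formaldehyde fixation, Hoechst nuclear stain, 10x automated fluorescence imaging | Measure: Nuclear versus cytoplasmic GR-EGFP signal, averaged per well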
WT yeast gro inh mutant strain: further read-out of WT yeast gro inh, marked with its call; inhibition, %; mitochondrial fusion phenotypic screen, mutant strain inhibition
Dynein transport cytoplasmic EGFP: second read-out of Dynein transport, no call of its own (marks repeat the call); z-score; measured here: cytoplasmic GR-EGFP intensity; hits give high values
Dynein transport nuclear GR-EGFP: further read-out of Dynein transport, marked with its call; z-score; measured here: nuclear GR-EGFP intensity;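 lower value marks the stronger effect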
Dynein transport cell count: second read-out of Dynein transport, no call of its own (marks repeat the call); z-score; measured here: cell count per field
Ins promoter up cell count: also measured in Ins promoter up; calls as there; cell count; measured here: cytotoxicity, nuclei count;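 total cells summed across four imaged fields per well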
b-catenin transl cell count 5 µM: second read-out of b-catenin transl, no call of its own (marks repeat the call); cell count; measured here: cell count, cytotoxicity flag
MT stabilize HCS Hoechst-high %: further read-out of MT stabilize HCS, marked with its call; % Hoechst-high responders; measured here: nuclear condensation Hoechst responders;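 share of cells brighter than vehicle mean plus two SD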
MT stabilize HCS cytotoxicity %: also measured in MT stabilize HCS; calls as there; toxicity, %; measured here: cytotoxicity by cell density;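 0% = mean cell density of plate MIN control wells and 100% = no cells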
Autophagy mod cell loss 18 h: also measured in Autophagy mod; calls as there; toxicity, %; measured here: cell loss, nuclei count;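 cell loss after 18 h compound exposure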
An asterisk follows results filed as active; i = inactive; · = not tested or not shown. Cut-off read from the data, not from the text of the source, unless noted: active = inhibition above about 50%; inactive = the rest.

SMILES	WT yeast gro inh	WT yeast gro inh mutant strain	Yfh1-off respiration	Autophagy mod	Autophagy mod cell loss 18 h	human PMI inhibitors	b-catenin transl	b-catenin transl cell count 5 µM	MT stabilize HCS	MT stabilize HCS Hoechst-high %	MT stabilize HCS cytotoxicity %	Ins promoter up	Ins promoter up cell count	human PMI inhibition	Dynein transport	Dynein transport cytoplasmic EGFP	Dynein transport nuclear GR-EGFP	Dynein transport cell count
CCOc1ccc(C(=O)/C=C/Nc2ccc(S(=O)(=O)N=C(N)N)cc2)cc1	11	8	i	i	10	-18%	0.5	512	2.8	2.6	1.8	0.65	1172	-15%	-0.012	-0.2	0.12	-0.19
CN(c1ccc([N+](=O)[O-])cc1/C=N/NC(=O)COc1ccccc1)C1CCCCC1	20	-1	i	i	12	9%	1.4	979	2.3	3.0	7.7	-0.22	1304	18%	-0.81	0.085	-0.59	0.39
Cc1sc2nc(CSCC(=O)N(C)c3ccccc3)[nH]c(=O)c2c1C	-1	2	i	i	0	-23%	-0.8	1136	2.3	2.6	4.5	0.12	1542	-18%	0.87	-0.19	0.92	-0.57
CCOC(=O)c1cc(-c2ccc(OC)cc2)n(CCC(=O)NC2CCN(Cc3ccccc3)CC2)c1C	-2	-5	i	i	-5	-7%	-3.0	1122	3.3	2.6	8.6	-0.99	1265	-1%	-0.018	-0.21	-0.33	1.4
O=C(CNC(=S)NC(=O)c1ccc(F)cc1)c1ccccc1	-7	0	i	i	4	6%	-1.9	534	1.3	3.1	5.4	0.21	1384	9%	1.4	-0.26	0.63	-0.5
CC(=O)c1ccc(/C=C/c2nc3ccccc3n2C)o1	·	·	i	·	·	·	-1.2	1343	·	·	·	-0.07	984	·	0.11	-0.18	0.031	0.43
CC(C)NC(=O)COC(=O)c1ccc(Oc2ccccc2)cc1	0	-2	i	i	35	1%	·	·	1.3	1.6	5.9	-0.52	905	4%	-0.94	-0.37	-0.38	0.28
CC(=O)Nc1nnc(-c2c(-c3ccccc3Cl)noc2C)o1	·	·	i	·	·	·	-1.8	1344	·	·	·	0.27	1406	·	-0.65	-0.23	-0.41	0.34
O=C(c1ccc(C#CC2(O)CCCCC2)cc1)N1CCN(C(c2ccccc2)c2ccccc2)CC1	·	·	i	i	-32	16%	-4.5	1170	2.1	2.1	13	-1.6	666	28%	0.55	-0.24	0.095	0.4
COC(=O)COc1cccc2c(=O)n(CC(=O)NCc3ccccc3)ccc12	·	·	i	·	·	·	4.9	1135	·	·	·	0.65	943	·	0.36	-0.24	0.77	-0.62
CCN1C(=O)C(CC(=O)NCc2ccc(Cl)cc2)N(CC)C1=O (stereo unspecified)	17	-18	i	i	16	15%	0.2	1072	3.6	1.3	7.2	0.26	1282	10%	1	-0.13	1	-1.2
CCOC(=O)C1=C(N)n2c(s/c(=C\c3cccnc3)c2=O)=C(C(=O)OC)C1c1cccnc1 (stereo unspecified)	·	·	i	i	-5	·	·	·	3.3	2.2	5.8	·	·	·	3.1	-0.059	1.6	-1.6
Cc1cc(C)nc(SCCS(=O)Cc2ccc(Cl)cc2)n1 (stereo unspecified)	-1	-4	i	i	-1	1%	-0.1	1074	2.9	1.5	4.4	-0.07	1147	13%	-0.24	0.03	0.21	1.9
CC(C)C(=O)Nc1nnc(SCc2cccc(F)c2)s1	1	-4	i	i	8	-2%	-3.5	1143	2.5	2.5	9.6	0.32	1268	-7%	0.55	-0.31	0.18	-0.42
Cc1ccc([N+](=O)[O-])c(NC2OC(CO)C(O)C2O)c1 (stereo unspecified)	7	14	i	i	1	-12%	-2.7	1163	3.3	2.3	5.6	0.25	1314	-9%	-0.35	-0.24	0.014	0.26
CCOc1cccc(N2C(=O)CC(N3CCC(C(N)=O)(N4CCCCC4)CC3)C2=O)c1 (stereo unspecified)	-11	-1	i	i	-4	-6%	3.6	1181	4.2	2.2	4.4	0.77	1267	1%	-1.3	-0.27	-0.63	1.3
COC(=O)c1ccc(NC(=O)c2cccc(OC)c2)cc1	19	9	i	i	9	4%	2.9	707	4.6	5.9	1.4	-1.1	811	10%	-0.28	-0.042	-0.025	0.5
COc1cc(/C=N/NS(=O)(=O)c2ccc(C(C)(C)C)cc2)cc([N+](=O)[O-])c1O	-5	-1	i	i	13	6%	0.3	1096	7.9	2.0	8.3	0.08	1333	-3%	-0.92	-0.28	-0.36	0.62
CC(C)OC(=O)c1cc2c(ccn2C)n1CC(=O)N(Cc1ccccc1)c1ccccc1	53	-14	i	i	3	27%	0.2	429	3.9	2.2	2.9	-0.35	1229	11%	0.82	-0.11	0.32	-1.5
CCNc1nc(ON=C(C)C)nc(N(C)C)n1	-1	-5	i	i	-5	-10%	-0.4	615	3.1	2.5	9.3	0.38	1370	-8%	-0.59	-0.34	-0.61	0.84
COC(=O)c1ccc2c(=O)n(C3CCCCC3)c(SCC#N)nc2c1	2	5	i	i	40	-2%	-3.7	928	7.8	2.7	20	0.79	975	0%	1	0.44	1.2	-2.8
CCCSc1nnc2n(N)c(=O)c3ccccc3n12	-3	7	i	i	8	7%	0.5	1368	2.5	1.7	7.3	0.13	1561	4%	-0.32	-0.035	-0.66	-1.7
O=C(O)c1ccccc1NCCO	2	5	i	i	1	8%	-0.5	1116	2.8	2.3	5.6	1.6	1226	1%	0.52	-0.3	0.14	0.36
Oc1[nH]c(=S)sc1C=C1N=c2ccccc2=N1	·	·	i	·	·	·	-3.1	1148	·	·	·	-0.01	1375	·	0.05	-0.13	0.016	-0.44
COc1ccc(CN(CC(=O)NCC2CCCO2)C(=O)CCC(=O)Nc2cc(C)on2)cc1 (stereo unspecified)	-2	10	i	i	-3	-4%	1.5	520	1.9	1.0	4.6	·	·	-8%	-1	-0.23	-0.33	0.17
CCOc1cc(CNCCO)cc(Br)c1OCc1ccccc1Cl	98*	97*	i	i	24	-3%	1.5	1273	5.5	1.0	9.7	-3.9	842	-5%	1.4	-0.15	1.4	-0.15
Cc1ccccc1Oc1nc2c(C)cccn2c(=O)c1/C=C(\C#N)C(=O)NC1CCS(=O)(=O)C1 (stereo unspecified)	·	·	i	·	·	·	-3.3	1143	·	·	·	0.04	1440	·	-1.5	-0.24	-0.83	0.98
O=c1c2c(ncn1Cc1ccccc1)nc1n2CCC1	-17	-3	i	i	-3	12%	0.8	483	3.6	3.0	12	0.08	1242	6%	-0.5	-0.21	-0.47	0.94
COc1cc(/C=C(/C#N)C(=O)Nc2ccccc2)ccc1OCc1ccc(C(=O)O)cc1	-6	-4	i	i	16	0%	0.6	1051	4.1	1.6	8.8	·	·	-2%	-0.97	-0.026	-0.41	0.47
COc1ccccc1CNC(=O)C(Cc1c[nH]c2ccccc12)NC(=O)OCc1ccccc1 (stereo unspecified)	-5	-11	i	i	-16	12%	-2.0	979	3.4	3.1	6.1	·	·	23%	-0.21	0.24	-0.036	-0.2
O=C(Cc1ccccc1)N1CCC(c2nc(-c3ccc(F)cc3)no2)CC1	-3	7	i	i	-10	5%	-7.8	961	5.5	2.6	7.5	0.87	1212	0%	0.76	-0.15	0.83	-1.3
O=C(CN1C(=O)C2(OCCO2)c2ccccc21)c1ccc(Br)cc1	8	0	i	i	7	-3%	1.7	1433	3.3	1.9	6.2	1.3	1256	2%	-0.87	-0.22	-0.28	0.49
N#CC(=C=[N-])c1nc2ccccc2nc1-[n+]1cccc(NC(=O)c2cccs2)c1	·	·	i	·	·	·	-0.8	1073	·	·	·	-0.08	1424	·	-1.1	-0.23	-0.49	0.86
COc1cc2c(cc1OC)C(c1ccccc1)CC2=O (stereo unspecified)	·	·	i	·	·	·	1.6	1299	·	·	·	-0.29	1106	·	-0.17	-0.21	0.33	-0.24
COc1ccc(NC(=O)CC2C(=O)N(c3cccc(OC)c3)C(=O)N2CCC(C)C)cc1 (stereo unspecified)	12	14	i	i	0	5%	-0.9	1180	1.1	0.7	10.0	-0.64	868	6%	-1.1	-0.29	-0.36	0.96
O=C(CN1C(=O)CCS(=O)(=O)c2ccccc21)NCc1ccccc1	-11	-9	i	i	5	-11%	-11	490	12	20	98	·	·	-3%	2.7	-0.25	1.5	-1
O=C(Nc1ccon1)C1CCN(S(=O)(=O)c2cccs2)CC1	1	-10	i	i	11	-3%	1.2	1066	2.1	1.5	5.6	0.09	1258	-4%	-0.43	0.72	0.25	1.5
O=S(=O)(Nc1ccccc1N1CCCCC1)c1ccc(F)cc1	·	·	i	·	·	·	-0.8	1183	·	·	·	0.1	1359	·	-1.2	-0.21	-0.76	2.9
O=C(O)CCn1nnc(-c2ccccc2)n1	-16	-2	i	i	1	-7%	-3.5	1135	1.2	1.8	4.9	-1.1	1605	-6%	-0.81	-0.23	-1.1	0.88
COc1ccc(N2C(=O)C3CC(C)=C(C)CC3C2=O)c(OC)c1 (stereo unspecified)	-1	-9	i	i	23	-11%	·	·	3.2	2.5	6.5	0.46	911	-11%	0.23	-0.26	0.39	0.0063

Screens as filed in PubChem BioAssay.
